Source: PubChem BioAssay
BLM helicase inh – inhibitors of human Bloom syndrome helicase BLM; Potency, µM (series often up to 56.1 µM), for the others: top-dose activity change, negative = inhibition, hits mostly inhibitors; recombinant BLM DNA unwinding, fluorescence dequenching; 350,000 tested, 0.2% active;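 also: plate controls were vehicle for no effect and no enzyme for full effect; nearly all actives have a fitted effect of over 35% in size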
APE1 inh – blocks human APE1 abasic DNA cleavage; recombinant APE1, TAMRA/BHQ-2 abasic DNA cleavage fluorescence; Potency, µM (highest dose often 65.8 µM), for inactives: top-dose activity change, negative = inhibition, actives largely listed as inhibitors; 350,000 tested, 0.35% active;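 also: plate controls were vehicle for no effect and reference inhibitor for full effect; nearly all actives have a fitted effect of over 55% in size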
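Measures dequenching upon AP-site incision of a 5'-TAMRA/3'-BHQ-2 THF-containing duplex, 50 nM; human APE1 0.75 nM after 15 min room-temperature exposure to compound; kinetic three-point read at one-minute spacing.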
POLB inh – inhibitors of human DNA polymerase beta | P06746 | Pol beta primer extension/strand displacement, fluorescence kinetic | Potency, µM (top dose mostly 114 µM), for inactives: at the highest dose activity change, negative = inhibition, hits mostly inhibitors | 340,000 tested, 1.3% active; also: % is scaled to controls: 0 for no effect and ±100 for the full control effect
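Enzyme-only controls used 10 nM Pol beta; buffer lacking enzyme served as negative control. Compound preincubated 15 min, then 50 nM substrate added; 0 and 10 min reads at room temperature.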
Pol kappa inh – DNA polymerase kappa (human) inhibition | AID 588579 | purified Pol kappa, fluorescent DNA synthesis assay, 10 min | Potency, µM (series often up to 107 µM), for inactives: at the top dose activity, negative = inhibition, hits mostly inhibitors | 400,000 tested, 0.53% active | Q9UBT6; also: % is scaled to controls: 0 for no effect and ±100 for the full control effect
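Enzyme at 10 nM met test compounds for 15 min at room temperature. Substrate addition (50 nM final) began the reaction, which was monitored by fluorescence at 0 and 10 min.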
Apoferritin bind – candidate novel general anesthetic via apoferritin binding; 350,000 tested, 0.074% active; Potency, µM (doses to about 77.5 µM), without a hit: at the top dose activity change, negative = displacement, hits mostly inhibitors; P02791; AID 485281; apoferritin/1-aminoanthracene competitive binding, fluorescence; also: % is scaled to controls: 0 for no effect and ±100 for the full control effect; nearly all actives have a fitted effect of over 20% in size
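Concentration-response curves derived by four-parameter Hill fitting of normalized fluorescence, where compounds displaced 1-AMA from 10 uM horse apoferritin following a brief 10 min room-temperature incubation; propofol titration acted as positive control.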
BAZ2B block – inhibitors of human BAZ2B bromodomain; AlphaScreen BAZ2B-H3K14Ac peptide displacement; Q9UIF8; 360,000 tested, 4.4% active; AID 504333; Potency, µM (doses to about 114 µM), for inactives: at the highest dose activity change, negative = inhibition, usual class: inhibitors; also: % is scaled to controls: 0 for no effect and ±100 for the full control effect; nearly all actives have a fitted effect of over 60% in size
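Multi-concentration screen (max 110 uM) measuring displacement of acetylated histone H3 peptide from BAZ2B by AlphaScreen, using 50 nM protein, 50 nM peptide and 10 ug/mL streptavidin donor plus Ni-chelate acceptor beads.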
G9a block – G9a (human) methyltransferase inhibition. Q96KQ7. 350,000 tested, 8.8% active. G9a H3K9 monomethylation, AlphaScreen, 2 h. Potency, µM (highest dose often 102 µM), for inactives: top-dose activity, negative = inhibition, most hits filed as inhibitors; also: % is scaled to controls: 0 for no effect and ±100 for the full control effect; nearly all actives have a fitted effect of over 75% in size
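AlphaScreen read-out: biotin-H3K9 peptide (500 nM) methylation by 20 nM enzyme with 20 uM SAM, 2 h at room temperature after 15 min compound preincubation; anti-monomethyl H3K9 antibody plus donor/acceptor beads, 10 min dark.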
Pol eta inh – blocks human DNA polymerase eta activity; recombinant Pol eta, fluorescent DNA replication assay; Potency, µM (titrated, usually from 114 µM), inactives show top-dose activity change, negative = inhibition, usual class: inhibitors; 390,000 tested, 1.2% active; also: % is scaled to controls: 0 for no effect and ±100 for the full control effect
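Pol eta (10 nM) was preincubated with compounds for 15 min at room temperature, after which fluorescent replication substrate (50 nM final) was added to start the reaction. Fluorescence was read kinetically at 0 and 10 min.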
POLI inh – blocks human DNA polymerase iota activity | Q9UNA4 | Pol iota fluorescent replication assay, 10 min | Potency, µM (highest dose often 115 µM), for the others: at the highest dose activity, negative = inhibition, usual class: inhibitors | 390,000 tested, 1% active
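Fluorescent replication assay read twice, at 0 min and 10 min after adding 50 nM (final) substrate. Enzyme (10 nM) and compounds were first incubated 15 min at room temperature; enzyme-free buffer wells were negative controls.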
* = called active by the depositor; ? = inconclusive; · = no result given; & = joins results of further samples; [ ] = remark or other dose. Calls follow the shape of the dose curve; as a rule, active = well fitted curve in the direction sought with a large enough effect; inconclusive = small, poorly fitted or top-dose-only effect, or another doubt; inactive = no such curve, though single readings can be large; an effect the other way counts as inactive or inconclusive. Potency is read from the fitted curve at half-maximal effect. Not all compounds are listed (hit frequency here may not be typical).

SMILES	BLM helicase inh	APE1 inh	POLB inh	Pol kappa inh	Apoferritin bind	BAZ2B block	G9a block	Pol eta inh	POLI inh
Cc1ccc(CCNC(=O)CN2CCN(Cc3ccc(Cl)cc3)C2=O)cc1	-1.1%	·	-2.1%	-19.2%	-16.8%	1.9%	17.4%[59 µM]	-15.9%	7.7%
O=C(Cn1c(=O)c2ccccc2n(CC(=O)Nc2ccc(Cl)cc2)c1=O)NCCc1ccccc1	-3.9%	·	-0.7%	-7.8%	-10.4%	-34.4%	0.1%[59 µM]	-8.0%	-11.7%
CCC(=O)Nc1nnc(CCc2ccccc2)s1	6.1%	-3.7%	-8.2%	-1.0%	-10.0%	-2.2%	15.6%[59 µM]	-3.5%	19.0%
CC12CCC(=O)N1C(C(=O)NCc1ccccc1F)CS2 (configuration not stated)	·	10.1%	·	-16.7%	·	12.3%	-21.3%	-6.4%	-15.5%
COc1cc(OC)cc(C(=O)Nc2ccc(S(=O)(=O)Nc3nc(C)cc(C)n3)cc2)c1	1.0%	-7.7%	-2.1%	-0.2%	-3.2%	-17.3%	·	8.5%	47.1%[activator]
O=C(NCCN1CCN(c2cccc(Cl)c2)CC1)Nc1ccccc1	1.9%&-1.9%	35.5%	37.6%&8.3%	-13.6%&-8.8%	-4.2%&-0.7%	-15.7%&-11.6%	22.0%	-5.7%&0.2%	-7.3%&-7.6%
CC(=O)N1CC[n+]2c(-c3ccc([N+](=O)[O-])cc3)csc21	-1.8%	-4.2%	-14.3%	2.4%	4.6%	?	·	-16.9%	?
CC1Cc2ccccc2N1C(=O)CSc1nccc(=O)[nH]1 (configuration not stated)	0.1%	-0.3%	-2.0%	-3.0%	?	3.9%	7.4%	-21.2%	60.3%[activator]
O=C(c1cnn(-c2ccc(F)cc2)c1-n1cccc1)N1CCN(c2ccc(F)cc2)CC1	-6.3%	·	1.1%	-14.7%	5.8%	?	?	-8.1%	31.4%[activator]
O=C(Nc1c(C(=O)c2ccccc2)oc2ccccc12)c1ccc(F)cc1	-0.5%	·	-14.4%	-19.6%	4.3%	2.2%	9.6%[59 µM]	-4.4%	13.3%
COc1ccc(C2=C(Nc3ccc(C)cc3C)c3ccccc3C2=O)cc1	-2.6%	·	-0.6%	12.4%	-22.0%	-24.8%	?	-15.8%	17.1%
Cc1cc(C)c(C(=O)NC2CC(C)(C)Cc3c2cnn3-c2ccccc2)o1 (configuration not stated)	-1.6%	8.4%	-22.8%	-8.1%	?	-31.4%	-1.5%	-7.2%	-5.3%
CCOc1ccc2ccccc2c1CNCCc1ccc(S(N)(=O)=O)cc1	7.9%	32.9%	1.8%	-5.1%	-14.0%	-6.8%	-10.2%[59 µM]	-4.8%	7.1%
Cc1cc(NC(=O)c2sccc2C)n(-c2nc3ccccc3[nH]2)n1	-5.7%	-1.1%	7.1%	-11.4%	-17.3%	1.8%	12.3%	-8.5%	76.5%[activator]
Cc1ccc(-c2csc(N3CCN(c4cc5c(cc4Cl)nc(-c4ccncc4)n5CCN4CCCCC4)CC3)n2)cc1	-5.9%	-2.2%	9.2%	-11.7%	?	?	22.4µM*	-4.7%	?
COc1ccc(CC(NC(C)=O)C(=O)NC2CCN(C(=O)NCc3ccccc3)CC2)cc1 (configuration not stated)	-2.8%	-2.3%	84.6%	-17.5%	-8.5%	23.1%	7.4%	-4.8%	10.3%
COc1ccc2nc(NCc3ccccc3)[nH]c2c1	-3.7%	-2.3%	-1.7%	-9.7%	0.0%	-27.4%	-41.4%[12.7 µM]	-9.7%	5.9%
COc1cccc(NC(=O)CN(C)C(=O)C(Sc2ccccc2)c2ccccc2)c1 (configuration not stated)	·	6.1%	·	-20.6%	·	6.6%	-25.5%	-9.1%	77.4%[activator]
CC(C)(C)SCCNS(=O)(=O)c1ccccc1	0.3%	-2.9%	-0.2%	-14.6%	?	5.3%	-3.3%	0.7%	-3.6%
CCCc1cc(=S)n2c([nH]c3ccccc32)c1C#N	-8.0%	-4.8%	2.0%	-15.4%	-1.5%	?	·	-6.8%	?
O=C(O)Cn1cc(C(=O)C(F)(F)F)c2ccccc21	-5.9%	-1.2%	1.6%	6.0%	-1.9%	-16.3%	2.9%	-12.8%	-6.0%
COc1ccc(OC)c(S(=O)(=O)N/N=C\c2ccc3c(c2)OCO3)c1	-9.0%	52.1%[activator]	-13.8%	-6.6%	-15.8%	-24.1%	-1.3%	-11.5%	13.6%
CCOCCn1c(C)c(C(=O)OCC)c2cc(O)c3ccccc3c21	·	4.7%	·	0.5%	·	3.3%	-12.0%[12.7 µM]	-4.4%	33.8%[activator]
O=C(CCCOc1ccccc1)Nc1cccc([N+](=O)[O-])c1	-8.1%	16.1%	15.4%	-15.2%	-4.8%	-0.8%	·	-21.7%	61.0%[activator]
CCOC(=O)/C(C#N)=C\N(C)C	-6.7%	-0.4%	36.6%	-8.7%	-10.6%	-24.4%	64.0%[activator][59 µM]	-18.7%	27.9%
COc1ccc(C(=O)/C=C/c2ccccc2)c(O)c1	-13.1%	-1.6%	-1.5%	-0.8%	-23.3%	44.7µM*	?	-0.6%	?
C=CCN1C(=O)C(CC(=O)Nc2ccccc2)SC1=Nc1c(C)n(C)n(-c2ccccc2)c1=O (configuration not stated)	-3.6%	-5.6%	2.6%	-16.5%	-12.2%	11.7%[57.1 µM]	-5.4%	7.1%	4.5%
CC1(C)Cc2c(sc3nc(SCC(=O)NCc4ccccc4)n(-c4ccccc4)c(=O)c23)CS1	-3.4%	2.9%	-1.0%	0.0%	-4.6%	5.1%	13.5%	-5.4%	-2.7%
CCCn1c(=O)c2ccccc2n2c(SCc3c(C(=O)OCC)oc4ccccc34)nnc12	-1.0%	-1.3%	-14.6%	0.0%	-14.3%	-18.9%	28.8%[12.7 µM]	-0.7%	-5.8%
COc1ccccc1-c1cc(NCc2cccs2)ncn1	1.1%	15.8%	·	4.1%[60.1 µM]	·	·	1.8%[0.501 µM]	·	·
Cc1ccc2oc(=O)n(Cc3ccc(OC(C)C)cc3)c2c1	-6.3%	1.0%	17.4%	4.8%	5.3%	32.7%[activator]	77.6%[59 µM]	-12.5%	-2.2%
CCOC(=O)CNC(=O)CSc1ncccc1-c1nc2ccccc2[nH]1	-5.8%	38.5%	19.7%	-6.2%	-8.6%	-22.6%	-45.3%[59 µM]	2.4%	-15.4%
CC(=O)Nc1ccc(S(=O)(=O)NCCC(=O)OCc2ccc([N+](=O)[O-])cc2)cc1	-2.0%	15.8%	25.5%	-2.2%	-9.7%	-16.2%	8.3%	-20.3%	18.4%
CC(Sc1nnc(COc2ccc(Cl)cc2)o1)C(=O)Nc1ccc(N2CCOCC2)cc1 (configuration not stated)	·	-1.2%	·	-17.9%	·	13.2%	35.5µM*	3.7%	9.2%
OCCOCCNc1ncnc2c1cnn2-c1ccccc1	-3.4%	-6.3%	-1.2%	-5.9%	?	-6.7%	1.4%[59 µM]	-9.7%	27.4%
O=C(CSc1nnc(CNc2ccc(F)cc2)o1)N1c2ccccc2Sc2ccccc21	-4.3%	-8.5%	0.2%	-5.4%	1.9%	?	-13.5%	-8.8%	2.3%
Cc1cccc(C(=O)Nc2ccc3c(c2)ncn3C)c1	-3.4%	-8.7%	53.0%	-4.7%	10.5%	7.3%	14.9%	-1.5%	34.4%[activator]
O=C(Nc1ccccc1F)c1ccc2c(c1)OCO2	3.8%	-16.2%	-0.3%	-2.0%	-7.2%	-7.8%	-7.4%[0.501 µM]	-17.1%	31.5%[activator]
COc1ccc(NC(=O)C2=C(C)Nc3nc(SCc4ccc(C)cc4C)nn3C2c2cccc(OC)c2OC)cc1 (configuration not stated)	-2.0%	·	19.4%	-7.4%	-2.7%	-12.3%	5.4%[59 µM]	-18.1%	29.8%
CC(OC(=O)c1ccc(S(=O)(=O)N(C)C)cc1)C(=O)Nc1ccc(Cl)cn1 (configuration not stated)	-4.3%	-3.3%	12.0%	-18.9%	-11.2%	-10.2%	-26.2%	-3.9%	25.1%
COc1ccc(-c2c(C)nn3c(-c4ccccc4)cc(-c4ccccc4)nc23)cc1OC	1.5%	·	-2.1%	-0.7%	46.4%[activator]	?	?	4.2%	-17.8%
c1ccc(OCCCc2nc(-c3ccccn3)no2)cc1	0.7%	6.1%	12.3%	-1.8%	-5.3%	-1.6%	15.0%[12.7 µM]	-3.5%	4.1%
CCN(C(=O)c1cccc(Br)c1)c1ccccc1	-4.6%	0.8%	23.7%	-0.6%	-12.5%	9.3%	22.1%[59 µM]	0.6%	54.6%[activator]
O=C(NCCc1ccc(C(F)(F)F)cc1)C1CCC(=O)N(CCCN2CCCC2=O)C1 (configuration not stated)	4.5%	1.4%	52.7%	-3.0%	-5.8%	-4.5%	·	3.1%	5.2%
CCc1ccc(O)c(N=Cc2cccc(C)c2O)c1	1.4%	1.7%	?	-4.3%	-17.1%	-34.5%	2.51µM*	4.7%	6.0%
COc1ccc(C2=NC(C)(C)Cc3cc(OC)c(OC)cc32)cc1OC	-4.9%	15.1%	0.3%	-2.9%	-4.8%	-4.8%	-15.5%	-8.4%	12.1%
CCOC(=O)C1(CC/C(C)=N\NC(N)=O)CC(C)OC1=O (configuration not stated)	-0.6%	6.4%	37.8%	-30.8%	2.9%	2.4%	21.8%[59 µM]	-12.6%	?

One compound at a time (already shown). Order of screens: BLM helicase inh | APE1 inh | POLB inh | Pol kappa inh | Apoferritin bind | BAZ2B block | G9a block | Pol eta inh | POLI inh
`CCOCCn1c(C)c(C(=O)OCC)c2cc(O)c3ccccc3c21` in the list: · | 4.7% | · | 0.5% | · | 3.3% | -12.0%[12.7 µM] | -4.4% | 33.8%[activator]
`CC(=O)Nc1ccc(S(=O)(=O)NCCC(=O)OCc2ccc([N+](=O)[O-])cc2)cc1` in the list: -2.0% | 15.8% | 25.5% | -2.2% | -9.7% | -16.2% | 8.3% | -20.3% | 18.4%
`CC1Cc2ccccc2N1C(=O)CSc1nccc(=O)[nH]1` (configuration not stated) in the list: 0.1% | -0.3% | -2.0% | -3.0% | ? | 3.9% | 7.4% | -21.2% | 60.3%[activator]
